TEAD-YAP inh: TEAD-YAP interaction inhibition. HEK-TIYL cells, TEAD-Gal4/YAP UAS-luciferase luminescence. 640,000 compounds, 1.4% hits. inhibition, % at 9.12 µM; in the data active = inhibition above about 32%;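 note: 0% = median of test compound wells and 100% = reference inhibitor wells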
GPR151 ag: human GPR151 activation; 650,000 compounds, 1% hits; activation, % at 11.2 µM; AID 1508602; PathHunter beta-arrestin GPR151 cells, luminescence; Q8TDV0; in the data active = activation above about 4.9%;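 note: 0% = median of compound wells and 100% = cells with positive control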
Target sequence (Q8TDV0 whole entry, looked up): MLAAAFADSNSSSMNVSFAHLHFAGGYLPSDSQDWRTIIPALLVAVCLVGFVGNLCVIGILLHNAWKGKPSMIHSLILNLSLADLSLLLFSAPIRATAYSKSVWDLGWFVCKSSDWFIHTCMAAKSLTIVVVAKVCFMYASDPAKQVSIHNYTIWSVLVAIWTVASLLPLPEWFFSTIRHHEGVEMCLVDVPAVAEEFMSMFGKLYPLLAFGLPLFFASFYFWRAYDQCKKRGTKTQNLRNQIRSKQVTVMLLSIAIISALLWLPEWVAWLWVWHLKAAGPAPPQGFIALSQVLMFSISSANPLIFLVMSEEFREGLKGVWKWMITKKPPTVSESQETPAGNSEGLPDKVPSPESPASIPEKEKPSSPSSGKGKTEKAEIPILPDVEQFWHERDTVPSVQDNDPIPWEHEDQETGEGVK
FBW7 activator: human FBW7 E3 ligase activation, primary screen. Q969H0. AlphaScreen FBW7–phospho-cyclin E peptide binding, activator screen. normalized activity (activation), % at 26.1 µM. 650,000 compounds, 0.13% hits. AID 1259310; in the data active = normalized activity above about 1.9%;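 note: purified mutant Fbw7 with reduced substrate affinity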
Target sequence (Q969H0 whole entry, looked up): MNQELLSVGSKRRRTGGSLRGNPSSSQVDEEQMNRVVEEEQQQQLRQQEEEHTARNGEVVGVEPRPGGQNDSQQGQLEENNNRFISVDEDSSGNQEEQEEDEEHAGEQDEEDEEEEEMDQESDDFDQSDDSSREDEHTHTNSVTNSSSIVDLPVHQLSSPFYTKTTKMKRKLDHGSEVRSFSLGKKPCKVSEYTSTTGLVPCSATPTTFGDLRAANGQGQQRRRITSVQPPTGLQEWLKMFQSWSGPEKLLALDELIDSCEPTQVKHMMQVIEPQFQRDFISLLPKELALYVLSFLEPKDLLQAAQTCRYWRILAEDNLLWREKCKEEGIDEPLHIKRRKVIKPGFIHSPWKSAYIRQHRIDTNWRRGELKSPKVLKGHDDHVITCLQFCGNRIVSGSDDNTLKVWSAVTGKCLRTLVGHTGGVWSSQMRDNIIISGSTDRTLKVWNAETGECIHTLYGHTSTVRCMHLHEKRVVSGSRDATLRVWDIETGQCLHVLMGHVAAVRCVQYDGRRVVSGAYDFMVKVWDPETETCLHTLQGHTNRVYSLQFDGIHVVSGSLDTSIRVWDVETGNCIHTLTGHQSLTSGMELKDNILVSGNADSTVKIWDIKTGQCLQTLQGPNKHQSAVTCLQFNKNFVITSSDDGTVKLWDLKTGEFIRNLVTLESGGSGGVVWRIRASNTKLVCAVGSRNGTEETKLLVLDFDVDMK
MITF inh: blocks human microphthalmia-associated transcription factor; 650,000 compounds, 0.91% hits; AlphaScreen MITF homodimerization, bead proximity signal; inhibition, % at 2.6 µM; O75030; in the data active = inhibition above about 50%;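 note: 0% = vehicle wells with protein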
Starred values were filed as active, the others as inactive. No enrichment for hits, and some 3.4% of all compounds hit somewhere here.

smiles,TEAD-YAP inh,GPR151 ag,FBW7 activator,MITF inh
C=CCn1c(Cc2ccccc2)nnc1SCC(=O)Nc1cccc(F)c1,2.7,0.8,0.2,13.4
CC(C)OCCCNS(=O)(=O)c1ccc2ccccc2c1,5.0,0.3,-0.1,-0.3
COc1ccc(C(=O)CSc2nnc(CNC(=O)c3ccccc3)n2C)cc1,3.0,-1.5,-0.2,5.6
CCOc1ccc(/C(CCC(=O)O)=N/NC(=O)c2ccc(F)cc2)cc1,-13.3,-0.9,0.2,11.1
O=C(Nc1cccc(Cl)c1)c1scc2c1CCCC2,-56.0,-4.1,0.0,-2.9
COc1cccc(-c2nc3nc(C)c(CCC(=O)NCc4ccccc4)c(C)n3n2)c1,2.6,-1.1,0.6,10.5
CCC(C)NC(=O)CCS(=O)(=O)c1nc(-c2ccc(OC)cc2)cc(C(F)(F)F)n1 (stereo not drawn),2.7,-0.1,-0.1,1.8
COC(=O)c1ccccc1NC(=O)c1sc2ncnc(N3CCN(c4ccccc4F)CC3)c2c1C,8.6,0.4,0.1,18.8
COc1ccccc1C(=O)NNC(=S)NC(=O)c1ccccc1[N+](=O)[O-],-3.1,0.3,-0.1,22.1
CCC(=O)N(Cc1ccco1)Cc1cc2cc(OC)ccc2[nH]c1=O,8.1,0.1,-0.1,19.1

(cont.)
smiles,TEAD-YAP inh,GPR151 ag,FBW7 activator,MITF inh
CCC(C(=O)N1CCCCCC1)n1nc(C)n2c(cc3occc32)c1=O (stereo not drawn),3.3,1.4,-0.1,11.1
O=S(=O)(c1ccc(Br)cc1)N1CCN(c2cccc(Cl)c2)CC1,-3.4,-1.0,-0.1,-19.7
CCCC1(CC)NC(=S)N(c2cccc(C)c2C)N1 (stereo not drawn),3.1,0.9,0.6,6.8
CN(C)c1ccc(/C=C(/C#N)C(=O)Nc2ccc(O)cc2)cc1,1.3,1.9,0.2,14.8
C=CCNc1ncnc2c1c(-c1ccccc1)cn2-c1ccccc1,-24.7,-0.9,0.7,19.0
COc1cc(/C=C(/C#N)c2nc3ccc(C)cc3[nH]2)ccc1OCC(N)=O,-14.7,1.5,0.0,-7.6
CC(C)C(NS(=O)(=O)c1ccccc1[N+](=O)[O-])C(=O)Nc1ccc([N+](=O)[O-])cc1 (stereo not drawn),15.7,-1.2,0.8,3.9
C=CCn1c(=O)c2c(nc3n2CC(C)CN3c2ccc(Cl)cc2)n(C)c1=O (stereo not drawn),-3.8,0.6,-0.2,5.6
O=C(c1ccc(F)cc1)C1CCN(C(=O)Nc2ccc(F)cc2)CC1,-9.7,-0.3,-0.1,-9.4
COc1ccc(CCNC(=O)CC(=O)N/N=C/c2cccnc2)cc1OC,-4.3,-1.2,-0.1,-11.8

Going on with the list:
smiles,TEAD-YAP inh,GPR151 ag,FBW7 activator,MITF inh
O=C(O)CCc1nc2cccnc2n1Cc1cccs1,-1.1,-1.5,0.0,-2.1
Cc1nc(Nc2ccc(Br)cc2C)c2cc(C)sc2n1,-19.0,1.8,-0.1,15.1
Nc1c(Cl)ncnc1N1CCOCC1,6.6,0.1,0.0,18.3
COc1cccc(NS(=O)(=O)/C=C/c2ccccc2)c1,-4.9,0.2,-0.1,-2.2
COc1cc(/C=C/C(=O)OCc2ccccc2)cc(OC)c1OC,-4.2,1.4,0.3,-8.3
CCCN1C(=O)C2(c3ccccc31)c1c(oc3ccccc3c1=O)C(=O)N2CCCO (stereo not drawn),-6.8,3.5,-0.1,-11.5
Cc1cc2ccccc2n1CCNC(=O)c1ccc(Cl)cc1Cl,-23.3,1.8,-0.1,11.0
CCCCOc1ccc(NC(=O)/C=C/C(=O)O)cc1,-0.7,0.9,0.1,-6.1
Cc1ccc(C(=O)OC(C)C(=O)NC(=O)NC2CCCCC2)cc1NC(=O)c1ccco1 (stereo not drawn),0.3,-0.5,0.0,2.7
CC(=Nc1cc(C)cc(C)c1)N(C)CCNS(=O)(=O)c1ccc([N+](=O)[O-])cc1,-6.1,-1.9,0.1,-2.4

Further structures.
smiles,TEAD-YAP inh,GPR151 ag,FBW7 activator,MITF inh
Cc1ccc(NC(=O)CN(c2cccc(Cl)c2C)S(C)(=O)=O)cc1Cl,17.7,-0.5,0.2,-7.2
COc1ccc(C2Nc3ccccc3C(=O)N2NC(=O)c2ccc([N+](=O)[O-])cc2)cc1 (stereo not drawn),-0.3,-0.7,0.0,-3.2
Cc1cccc2cc(CN(CCCO)Cc3nnnn3Cc3ccccc3)c(=O)[nH]c12,8.5,-1.2,0.2,8.7
Cc1cccc(NC2=NCC(=O)N2Cc2cccs2)c1C,-0.6,-0.3,0.1,14.8
COc1ccccc1/C=C/c1ccccc1OC,-12.3,0.3,0.3,-7.1
O=C(O)c1ccc(NC(=S)NC(=O)c2ccccc2I)cc1,0.8,-3.3,-0.1,-9.5
CCOC(=O)C1(C)C=C(Nc2ccc(OC)cc2)C(=O)N1c1ccc(OC)cc1 (stereo not drawn),-1.6,1.5,0.6,15.6
COC(=O)c1ccc(OCC2c3cc(OC)c(OC)cc3CCN2C(=O)c2cccc(F)c2)cc1 (stereo not drawn),-6.5,-0.4,0.2,16.8
Cc1ccc(NC(=O)C(=O)NCCOc2ccc(Cl)cc2)c(C)c1,7.5,-0.8,0.6,12.2
Cc1ccc(C)c(C(=O)CSc2n[nH]c(C)n2)c1,1.8,-1.2,0.2,22.5

(next part)
smiles,TEAD-YAP inh,GPR151 ag,FBW7 activator,MITF inh
Cc1[nH]c2ccc(C(=O)NCCCN3CCCC3=O)cc2c1C,-5.1,-0.6,0.0,-4.2
CCCCCOCC1CC(C/C(C)=N/NC(N)=S)C(=O)O1 (stereo not drawn),18.6,4.4,-0.4,9.8
Cc1nc(-n2nc(-c3ccco3)cc2NC(=O)C2CC2)[nH]c(=O)c1C,0.8,-0.5,-1.0,27.6
CC(=O)Nc1cc(CNCc2c(F)cccc2F)cc(C(=O)N2CCCC2)c1,6.7,2.2,0.0,-0.7
CC1CN(C(=O)/C(=C/c2ccco2)NC(=O)c2ccccc2)CC(C)O1 (stereo not drawn),-3.5,-0.3,-0.1,8.7
C=CCOc1ccc(C2C(C(=O)OCC)=C(C)N=c3s/c(=C\c4ccc5c(c4)OCCO5)c(=O)n32)cc1OCC (stereo not drawn),-13.0,0.7,0.5,8.1
O=[N+]([O-])c1ccccc1OCCOCCOc1cccc2cccnc12,-4.2,2.8,0.6,68.5*
CC1(C)NC(=O)N(CC(O)CN(c2ccccc2)c2ccccc2)C1=O (stereo not drawn),-12.3,0.2,0.3,17.3
CC(=O)c1c(C)[nH]c(C(=O)Nc2ccc(C)c(I)c2)c1C,-50.0,2.0,0.3,14.6
O=C(CCC1CCCN(C(=O)CCC2CCCC2)C1)N1CCN(c2ccccn2)CC1 (stereo not drawn),10.6,0.3,0.1,-9.0

Additional structures:
smiles,TEAD-YAP inh,GPR151 ag,FBW7 activator,MITF inh
Cc1cc(/C=C2\C(=O)NC(=S)N(c3cccc(Cl)c3)C2=O)c(C)n1C,3.4,0.8,0.0,3.7
CCOC(=O)c1c(C)n(C)c2ccccc12,-15.2,3.1,0.3,-7.5
O=C(Cc1cccc(F)c1)Nc1cnn(-c2ccc(C(=O)NCCc3cccnc3)cc2)c1,0.1,-0.9,0.0,4.2
O=C(Nc1ccccc1Cl)C(=O)c1cn(CC(=O)N2CCCC2)c2ccccc12,-53.8,-1.9,0.4,-10.4
Cc1ccc(-c2cc(C(=O)N3CCN(c4cccc(C)c4C)CC3)c3ccccc3n2)cc1,-3.7,-1.0,0.1,8.9
O=C(CSc1nnc(-c2ccco2)o1)c1ccc2c(c1)OCCO2,10.5,11.7*,0.0,12.2
CC(C)c1nc2ccccc2c2nn(CC(=O)NC(C)(C)C)c(=O)n12,22.8,3.0,0.0,-2.0
Cc1cc(NC(=O)CSCC(=O)OCc2cc(=O)oc3ccc4ccccc4c23)no1,5.2,-1.4,-0.1,5.9
CCCn1c(=O)c2c(nc3n2CC(C)CN3c2cccc(Cl)c2C)n(C)c1=O (stereo not drawn),-7.6,0.3,-0.3,-9.1
CCCNC(=O)N(CC)CC(=O)NCc1ccc(Cl)cc1,7.0,-0.3,-0.1,-2.0

More compounds:
smiles,TEAD-YAP inh,GPR151 ag,FBW7 activator,MITF inh
C/C(=N\N=C1\NC(=O)C(CC(=O)Nc2ccccc2)S1)c1ccc(O)cc1O (stereo not drawn),2.7,2.2,-0.1,-58.2
COC(=O)c1ccc(/C=C2\N=C(c3ccc(I)cc3)OC2=O)cc1,5.2,-0.1,0.0,12.9
COc1ccc(-c2ccc(=O)n(CC3CCN(S(C)(=O)=O)CC3)n2)cc1,12.5,0.6,0.2,18.2
Cc1ccc(CN2C(=O)CN(CC(=O)NCc3ccc(F)cc3)C(=O)C2c2ccccc2F)cc1 (stereo not drawn),14.5,1.6,0.0,9.1
CC(C)NC(=O)c1ccc2c(c1)N(Cc1ccccc1)C(=O)c1ccccc1S2(=O)=O,-3.9,0.2,0.1,-2.0
Cc1ccc(S(=O)(=O)Nc2ccc3c(c2)CCCN3S(=O)(=O)c2ccccc2)c(C)c1,8.8,4.0,0.0,-8.6
O=C(NC(=S)Nc1ncc(Br)cc1Br)c1cccs1,-76.3,-1.7,0.4,-2.4
Cc1ccc(CC(=O)O/N=C(\N)c2ccc(Cl)cc2)cc1,4.4,-2.4,0.1,-1.1
COc1ccc(/C=C(\NC(=O)c2ccccc2)C(=O)NCCC(=O)O)cc1,7.8,2.2,-0.1,0.0
O=C(N1N=C(c2ccc(Br)cc2)CC1c1cccc(Br)c1)C12CC3CC(CC(C3)C1)C2 (stereo not drawn),-7.5,1.1,-0.1,-9.0

The results go on.
smiles,TEAD-YAP inh,GPR151 ag,FBW7 activator,MITF inh
Cc1ccc(NC(=O)c2cc(S(=O)(=O)N3CCc4ccccc43)ccc2F)cc1Cl,-3.2,-0.6,0.2,7.5
c1ccc(Oc2ccc(-c3cnn4c(N5CCOCC5)ccnc34)cc2)cc1,-5.8,-0.8,-0.2,2.4
CCN1C(=O)/C(=C\c2c(Cl)cccc2Cl)C(C(=O)OC)=C1C,-7.4,-1.6,0.3,14.5
CCCCCCCCNC(=O)c1ccc(N)c([N+](=O)[O-])c1,7.8,-2.2,0.4,4.1
CC(C)CNC(=O)C(=O)NCCC1CCCCN1S(=O)(=O)c1cccs1 (stereo not drawn),3.8,3.9,-0.3,-2.6
Cc1onc(-c2ccccc2)c1C(=O)Nc1ccccc1C#N,-3.9,0.1,0.1,-15.1
O=C(CN1CCCC1)Nc1cccc([N+](=O)[O-])c1,-3.6,3.5,0.0,15.5
COc1ccc(/C=C/c2cc[n+](C)cc2)cc1OC,6.0,0.3,0.8,28.1
CCc1cc(=O)[nH]c(NC2CCN(Cc3ccccc3)CC2)n1,6.5,1.3,0.1,-11.3
CC12CN3CCN(CC(C3)/C1=N/NC(=O)c1ccccc1N)C2,-38.2,-1.0,0.1,-15.4

Whole records, looked up by structure. Screens in order: TEAD-YAP inh | GPR151 ag | FBW7 activator | MITF inh
Shown for O=C(c1ccc(F)cc1)C1CCN(C(=O)Nc2ccc(F)cc2)CC1 = -9.7 | -0.3 | -0.1 | -9.4
Shown for Cc1ccc(C(=O)OC(C)C(=O)NC(=O)NC2CCCCC2)cc1NC(=O)c1ccco1 (stereo not drawn) = 0.3 | -0.5 | 0.0 | 2.7
Shown for O=C(Nc1cccc(Cl)c1)c1scc2c1CCCC2 = -56.0 | -4.1 | 0.0 | -2.9
Shown for CC12CN3CCN(CC(C3)/C1=N/NC(=O)c1ccccc1N)C2 = -38.2 | -1.0 | 0.1 | -15.4
Shown for CCC(C)NC(=O)CCS(=O)(=O)c1nc(-c2ccc(OC)cc2)cc(C(F)(F)F)n1 (stereo not drawn) = 2.7 | -0.1 | -0.1 | 1.8

Next compounds.
smiles,TEAD-YAP inh,GPR151 ag,FBW7 activator,MITF inh
Cc1c(C(=O)N2CCCc3ccccc32)sc2ncn(Cc3cccc(F)c3)c(=O)c12,7.6,0.1,-0.1,5.0
O=C1NC(=O)/C(=C/c2ccc(OCc3ccc(F)cc3)cc2)S1,-6.6,-1.1,-0.1,9.9
COc1cccc(NC(=O)c2sc3nc4cc(OC)c(OC)cc4cc3c2N)c1,10.5,-0.1,0.1,4.5
Cc1ccc(N(CC(=O)NCCCC2CCCCC23OCCO3)S(=O)(=O)c2ccccc2)cc1C (stereo not drawn),-7.7,-0.7,-0.1,-4.0
CCc1cc(CC)c2c(=O)c3ccccc3sc2c1,3.2,-1.2,0.2,8.2
CCOC(=O)c1cc(NC(=O)Nc2cc(OC)ccc2OC)c(C)nc1C,-10.3,1.0,0.0,2.0
Cc1cc(/C=N/n2cnnc2)c(C)n1-c1ccc(OCc2ccccc2F)cc1,22.8,-0.2,-0.1,-7.0
Cc1ccc2nc(NC3=NCN(Cc4ccco4)CN3)nc(C)c2c1,-5.7,-0.2,0.7,-9.9
COc1ccc(C(=O)N/N=C(\C)CC(=O)NC(C)c2ccccc2)cc1OC (stereo not drawn),20.0,-0.9,0.0,-4.8
O=C(NCCO)C(=O)NCC1OCCCN1S(=O)(=O)c1ccc(Cl)cc1 (stereo not drawn),-1.7,0.9,-0.2,-0.8

Going on with the list:
smiles,TEAD-YAP inh,GPR151 ag,FBW7 activator,MITF inh
CCc1cccc(OCC(=O)Nc2ccc(Br)cc2C(=O)O)c1,-1.1,0.1,0.3,-5.7
Cc1ccc(Cl)cc1NC(=O)C1CCCCC1C(=O)O (stereo not drawn),5.6,-1.1,0.1,-0.8
CCC1=NN2C(=N)/C(=C/c3cc(I)c(OCCOc4ccc(Br)cc4)c(OC)c3)C(=O)N=C2S1,-13.8,-0.9,0.1,12.9
COc1ccc(N2CCN(C(=O)C3CC(=O)N(c4ccccc4)C3)CC2)nn1 (stereo not drawn),1.1,-0.1,0.0,-2.8
CCOC(=O)c1c(NC(=O)c2ccccc2)sc2c1CCN(C(=O)OCC)C2,3.7,0.0,0.0,16.1
CC(=O)Nc1ccc(NC(=O)C2CCN(c3ccc(Nc4nccc5ccccc45)nn3)CC2)cc1,-9.9,1.5,0.3,5.6
